mIAP inh: inhibitors of mouse IAP, primary screen, biochemical, luminescence, uHTS; 330,000 compounds, 0.2% hits; purified mouse IAP, CDP-Star luminescence, 30 min; inhibition, % at 10 µM; intestinal alkaline phosphatase [Mus musculus];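 active = inhibition of at least 40% at 10 µM in the primary screen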;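 also: plate controls were DMSO with enzyme for no effect and no enzyme wells for full effect; values of inactives mirror those of a sister screen read the other way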
MIN6 prolif: inducers of MIN6 beta-cell proliferation, primary screen, ATP luminescence, uHTS; 330,000 compounds, 0.29% hits; MIN6 cells proliferation, ATPlite luminescence, 48 h; cells starved in 0.2% serum; 100% = growth in 10% serum; proliferation, % at 10 µM;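 active = compounds whose signal lies at least 3.5 SD above the mean of all wells on their plate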;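 also: 0% = DMSO-treated cells in low-serum medium and 100% = 10% serum control; some compounds called inactive have numbers as strong as hits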
mIAP act: activators of mouse IAP, primary screen, biochemical, luminescence, uHTS | activation factor at 10 µM | muIAP, CDP-Star luminescence, 30 min; stronger effect = higher value; 1 = vehicle-only enzyme signal, 0 = enzyme-free wells | 330,000 compounds, 0.24% hits;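 active = activation factor of at least 2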; also: the source names both 10 and 20 µM as test concentration; values of inactives mirror those of a sister screen read the other way
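Assay system: mouse IAP enzyme; reagent: chemiluminescent substrate CDP-Star; dosing: test compounds delivered from DMSO solution; schedule: 30 min at room temperature; measured by: luminescence from enzymatic CDP-Star hydrolysis; controls: DMSO-only wells and no-enzyme negative control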
A3G deaminase: APOBEC3G DNA deaminase inhibitors, primary screen, biochemical, fluorescence, single-stranded DNA substrate, uHTS; DNA dC->dU-editing enzyme APOBEC-3G (Homo sapiens), Q9HC16; recombinant A3G, ssDNA deamination FAM/TAMRA fluorescence; inhibition, % at 20 µM; 330,000 compounds, 0.28% hits; AID 493012, 2011;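 active = inhibition of at least 40% at 20 µM, with no more than 30% in the related APOBEC3A deaminase screen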;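 also: plate controls were DMSO wells with A3G for no effect and wells lacking A3G enzyme for full effect; some compounds called inactive have numbers as strong as hits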
Target sequence (Q9HC16 whole entry, looked up): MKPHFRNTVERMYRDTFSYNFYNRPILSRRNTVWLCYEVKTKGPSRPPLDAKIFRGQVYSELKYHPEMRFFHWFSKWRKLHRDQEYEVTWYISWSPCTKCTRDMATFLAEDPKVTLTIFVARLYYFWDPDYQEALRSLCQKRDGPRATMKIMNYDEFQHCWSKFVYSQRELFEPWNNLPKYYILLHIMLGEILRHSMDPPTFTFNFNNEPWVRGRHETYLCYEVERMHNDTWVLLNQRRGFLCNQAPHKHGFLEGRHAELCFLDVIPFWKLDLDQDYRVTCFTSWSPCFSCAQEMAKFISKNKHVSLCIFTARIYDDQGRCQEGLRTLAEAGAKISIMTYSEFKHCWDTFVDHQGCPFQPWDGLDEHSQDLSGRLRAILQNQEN
tim10-1 inh: growth inhibitors of tim10-1 mutant yeast, primary screen, luminescence, uHTS; S. cerevisiae tim10-1 ts strain growth, BacTiter-Glo, 24 h; inhibition, % at 20 µM; 330,000 compounds, 2.2% hits; AID 463190, 2010;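 active = inhibition of at least 40%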;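 also: mutant grown at 25 °C; 0% = DMSO wells with yeast and 100% = wells holding no yeast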
NALP3 yeast inh: NALP3 inflammasome inhibitors in reconstituted yeast, primary screen, luminescence, uHTS; Yeast reconstituted NLRP3/ASC/caspase-1, beta-gal luminescence, 24 h; inhibition, % at 10 µM; 330,000 compounds, 0.39% hits; AID 2825, 2010;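 active = inhibition of 50% or more; inactive = inhibition below 50%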;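 also: plate controls were induced DMSO wells for no effect and uninduced yeast grown without galactose for full effect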
hIAP block: human IAP inhibitors, primary screen, biochemical, luminescence, uHTS | purified IAP, CDP-Star luminescence, 30 min | Intestinal-type alkaline phosphatase (Homo sapiens), P09923 | inhibition, % at 10 µM | 330,000 compounds, 0.12% hits;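 active = inhibition reaching a set limit with compound at 10 µM in the primary screen, cut at about 35% in these data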;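 also: plate controls were DMSO wells with enzyme for no effect and no-enzyme buffer wells for full effect; values of inactives mirror those of a sister screen read the other way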
Target sequence (P09923 whole entry, looked up): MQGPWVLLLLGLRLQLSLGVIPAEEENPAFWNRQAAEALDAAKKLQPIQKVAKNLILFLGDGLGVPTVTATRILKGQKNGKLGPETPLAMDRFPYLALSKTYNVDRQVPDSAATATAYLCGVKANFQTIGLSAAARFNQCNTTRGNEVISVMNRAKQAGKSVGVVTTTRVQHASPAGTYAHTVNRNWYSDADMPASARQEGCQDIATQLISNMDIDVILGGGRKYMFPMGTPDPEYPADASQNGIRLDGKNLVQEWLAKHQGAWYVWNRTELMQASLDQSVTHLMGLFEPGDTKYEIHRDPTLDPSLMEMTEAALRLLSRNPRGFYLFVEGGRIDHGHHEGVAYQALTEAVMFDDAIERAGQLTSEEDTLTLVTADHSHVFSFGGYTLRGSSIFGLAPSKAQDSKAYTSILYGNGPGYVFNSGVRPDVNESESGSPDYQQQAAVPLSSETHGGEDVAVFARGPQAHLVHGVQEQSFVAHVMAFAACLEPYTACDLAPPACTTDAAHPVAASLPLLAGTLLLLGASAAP
A3A deaminase: APOBEC3A ssDNA deaminase inhibitors, primary screen, selectivity assay for APOBEC3G inhibitor project, biochemical, FAM/TAMRA oligo cleavage fluorescence | DNA dC->dU-editing enzyme APOBEC-3A (Homo sapiens), P31941 | recombinant A3A, FAM/TAMRA ssDNA deamination fluorescence | inhibition, % at 20 µM | 330,000 compounds, 0.41% hits;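 active = at least 40% inhibition at 20 µM here, with at most 30% in a related deaminase screen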;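 also: plate controls were A3A with DMSO for no effect and wells lacking A3A enzyme for full effect; some results filed as inactive read as strong as hits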
Target sequence (P31941 whole entry, looked up): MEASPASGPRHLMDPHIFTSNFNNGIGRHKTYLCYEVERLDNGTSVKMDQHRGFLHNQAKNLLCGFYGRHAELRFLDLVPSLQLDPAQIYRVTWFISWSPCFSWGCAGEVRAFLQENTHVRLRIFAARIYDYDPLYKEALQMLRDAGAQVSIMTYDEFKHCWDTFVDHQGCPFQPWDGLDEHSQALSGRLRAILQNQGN
TIM10 inh: growth inhibitors of isogenic TIM10 control yeast, primary screen, counter-screen for tim10-1 yeast inhibitor project, luminescence, uHTS. S. cerevisiae TIM10 strain growth, BacTiter-Glo luminescence, 24 h. 330,000 compounds, 1.4% hits. inhibition, % at 10 µM;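 active = inhibition of 40% or more at the single tested concentration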;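 also: wild-type TIM10 isogenic control strain grown at permissive 25 °C; 0% = DMSO yeast wells and 100% = minimal medium wells without yeast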
* marks the source's active call; other numbers are inactive results.

SMILES | mIAP inh | MIN6 prolif | mIAP act | A3G deaminase | tim10-1 inh | NALP3 yeast inh | hIAP block | A3A deaminase | TIM10 inh
CC(C)CNc1oc(-c2ccccc2Cl)nc1C#N | -0.8 | -2.1 | 1.01 | -1.4 | 35.7 | 4.0 | 16.2 | 0.6 | 30.3
COc1cccc(/C=C/c2ccncc2)c1OC | -0.1 | -2.4 | 1 | -3.3 | 16.9 | 26.9 | 0.8 | 0.5 | 6.1
COc1ccc(-n2nc3c(N4CCC(C(=O)NCCc5ccco5)CC4)nnc(C)c3c2C)cc1 | 0.3 | -5.3 | 0.997 | -4.2 | -1.0 | 11.7 | -7.4 | 0.2 | 6.5
CC(C)NC(=O)CN1C(=O)c2ccccc2S1(=O)=O | 1.2 | -1.4 | 0.988 | -1.6 | 6.3 | -11.7 | 9.1 | 4.3 | -11.8
Cc1cccc(C(=O)OC(C)C(=O)NC2CCCc3ccccc32)c1O (stereo not given) | -6.2 | -0.9 | 1.06 | -12.6 | 14.7 | 11.6 | -16.3 | -2.2 | -10.2
COc1ccc(OC)c(S(=O)(=O)N2CCCCC2C(=O)N2CCN(c3ccccn3)CC2)c1 (stereo not given) | 12.3 | 2.1 | 0.877 | -8.5 | 6.2 | 11.0 | -13.0 | -7.6 | 5.8
CCC(=O)N/N=C(\C)CC(=O)Nc1cccc([N+](=O)[O-])c1 | 4.0 | 0.0 | 0.96 | -9.2 | 11.1 | 4.5 | -4.6 | -3.5 | 3.9
CCn1cc(CN2CCC(n3nccc3NC(=O)c3ccc(OC)cc3)CC2)cn1 | -8.1 | 0.8 | 1.08 | -5.7 | -8.7 | -4.6 | -43.0 | -6.2 | 0.1
C/C(=N\NC(=O)COc1ccccc1)c1ccc(O)cc1 | -10.1 | -2.6 | 1.1 | -3.6 | -4.4 | 17.8 | -17.4 | -6.1 | 4.4
CCOC(=O)C(=O)c1c(-c2ccccc2)nc2ccccn12 | 1.4 | 1.2 | 0.986 | -2.3 | -19.6 | 23.1 | 2.8 | 2.8 | 3.6
C1CCc2nnc(C3CC3)n2CC1 | -7.1 | -3.1 | 1.07 | -0.3 | -10.2 | -8.7 | 1.3 | 2.9 | -10.2
CCCCc1c(O)nc2sccn2c1=O | -9.7 | -1.3 | 1.1 | -7.1 | 8.3 | -14.5 | -11.6 | -2.9 | 7.8
COCc1ccc(C(=O)N(C)CC2CCCN(CCc3ccccc3F)C2)o1 (stereo not given) | 1.0 | 2.7 | 0.99 | 1.3 | -5.5 | 10.6 | -16.1 | 1.9 | 3.4
O=C(c1cccc([N+](=O)[O-])c1)N1CCCC(C(=O)N2CCc3ccccc3C2)C1 (stereo not given) | -1.4 | 6.0* | 1.01 | -5.1 | 2.3 | 1.0 | -20.7 | -1.6 | 4.5
N#CC1=C(N)Oc2ccc3ccc(O)cc3c2C1c1cccnc1 (stereo not given) | 2.8 | 2.9 | 0.972 | -3.6 | -13.0 | 3.0 | -5.0 | 0.4 | -0.3
Cc1ccc2oc(=S)n(C)c2c1 | 0.1 | 1.6 | 0.999 | -6.6 | -7.0 | 7.6 | -2.4 | -1.7 | 7.8
COc1cc2c(cc1NC(=O)COC(=O)C(CCSC)NC(=O)c1ccccc1Cl)oc1ccccc12 (stereo not given) | -1.3 | 0.0 | 1.01 | 1.2 | 17.6 | 27.8 | 12.7 | -1.1 | 20.1
O=C(C[n+]1cc[nH]c1)c1ccc(Cl)cc1 | -2.1 | -1.5 | 1.02 | -7.3 | 5.0 | 7.9 | 14.5 | -6.8 | 0.2
Cc1ccc(C(=O)N2CCC(C)CC2)cc1C | -21.5 | -1.4 | 1.22 | -2.8 | 12.2 | 3.2 | 2.7 | -3.6 | -24.5
Nc1ccc(C(O)(C(F)(F)F)C(F)(F)F)cc1 | -4.3 | 2.3 | 1.04 | -7.9 | 14.2 | -33.9 | -77.5 | -4.3 | 9.2
COc1ccc(-c2ccc3c(c2)S(=O)(=O)c2cccc(C(=O)NC[C@@H]4CCCO4)c2C3=O)cc1OC | 6.8 | 5.2 | 0.932 | -5.0 | 10.9 | 21.1 | -9.0 | 6.2 | 6.2
O=c1ccnc(SCc2ccccc2Cl)[nH]1 | 4.5 | -1.5 | 0.955 | -5.0 | 28.6 | 7.7 | 5.2 | -1.5 | -15.0
CC1(c2nnc(-c3ccc(F)cc3)o2)CC(c2ccc(F)cc2)=NO1 (stereo not given) | 5.2 | -1.5 | 0.948 | -3.6 | -17.6 | 26.7 | -0.9 | 0.5 | -42.3
O=S(=O)(NCc1ccc2c(c1)OCO2)c1ccc2c(c1)oc1ccccc12 | -8.4 | -4.2 | 1.08 | -1.2 | 29.8 | 10.6 | 27.9 | -2.2 | 46.1*
COc1ccc(NC(=O)CN(C)C(=O)c2ccc3ccccc3n2)cc1 | -2.4 | 3.2 | 1.02 | -7.2 | -2.7 | 13.8 | -11.6 | -0.2 | -5.0

Look-ups from the entries so far:
In mIAP act, Cc1ccc2oc(=S)n(C)c2c1 is entered as 0.999
In A3G deaminase, CCn1cc(CN2CCC(n3nccc3NC(=O)c3ccc(OC)cc3)CC2)cn1 is entered as -5.7
In NALP3 yeast inh, COc1cccc(/C=C/c2ccncc2)c1OC is entered as 26.9

Carrying on:
SMILES | mIAP inh | MIN6 prolif | mIAP act | A3G deaminase | tim10-1 inh | NALP3 yeast inh | hIAP block | A3A deaminase | TIM10 inh
CCCOc1ccc(-c2nc(C#N)c(NCC3CCCO3)o2)cc1 (stereo not given) | 5.3 | 1.9 | 0.947 | -1.4 | 36.6 | 28.1 | 14.2 | 0.2 | 26.4
CCN1CCN(c2nc(Nc3ccccc3)nc(N)c2[N+](=O)[O-])CC1 | 7.7 | 0.3 | 0.923 | -5.8 | 2.9 | -7.7 | 7.5 | -2.5 | 4.6
COC(=O)c1ccc(COC(=O)CNC(=O)c2ccc(C)s2)cc1 | -0.8 | -5.2 | 1.01 | -0.1 | 3.3 | 7.1 | -10.0 | 10.9 | 12.4
COc1cccc(CNC(=O)[C@@H](C)N2C(=O)N3CCc4c([nH]c5ccc(OC)cc45)C3(C)C2=O)c1 (stereo not given in full) | 5.7 | -2.8 | 0.943 | 9.4 | 8.4 | -3.3 | 3.0 | 0.5 | -3.7
COc1ccccc1-n1cnnc1SCC(=O)N1CCN(S(=O)(=O)c2ccccc2)CC1 | -1.2 | -2.6 | 1.01 | -3.5 | -11.8 | 2.0 | -10.3 | -1.5 | -7.9
CCN(CC)CCN(C(=O)c1ccc2c(c1)CCCC2)c1nc2c(C)cccc2s1 | 6.5 | -7.4 | 0.935 | 3.3 | 39.2 | 21.1 | 13.0 | 0.4 | 40.0*
COc1ccc(/C=C(\NC(=O)c2ccc(OC)cc2)C(=O)N2CCCCC2)cc1 | -3.5 | -0.6 | 1.03 | -8.9 | 18.9 | 19.5 | 5.0 | -5.8 | 13.9
CCC(CO)Oc1cc(NCc2ccccc2)c2ncn(C(C)C)c2c1 (stereo not given) | -5.4 | -1.3 | 1.05 | 4.7 | 7.3 | 18.8 | -1.1 | -0.3 | 2.9
Cc1cc(C)cc(NC(=O)CCn2cnc3cc(C)c(C)cc32)c1 | 5.4 | -0.2 | 0.946 | -7.1 | -2.6 | 5.7 | -5.9 | -0.2 | 12.4
Cc1ccc(OCC(=O)NC(C)c2ccccc2)cc1C (stereo not given) | 0.8 | 3.0 | 0.992 | -2.1 | -23.5 | 15.1 | 0.1 | -3.2 | -17.4
COc1ccc(CCN2CC(C(=O)N(C)Cc3cccnc3)CC2=O)cc1OC (stereo not given) | -2.9 | 8.8 | 1.03 | -4.7 | -9.8 | 12.1 | 7.8 | -2.4 | 1.0
CC(c1ccccc1)n1cc(C(=O)NCC2CCCO2)nn1 (stereo not given) | -7.0 | -1.7 | 1.07 | 1.2 | -8.4 | 11.4 | -9.8 | 0.0 | -5.2
CCN(CC)C(=O)CSc1nnc([C@H](Cc2c[nH]c3ccccc23)NC(=O)OC(C)(C)C)o1 | 3.2 | -0.7 | 0.968 | -5.3 | 13.3 | 8.4 | -1.8 | -5.1 | 16.2
Cc1cccc(OCC(=O)Nc2ccc(N3CCN(C(=O)c4ccco4)CC3)cc2)c1C | -18.0 | -0.2 | 1.18 | 12.7 | -10.0 | 7.0 | -9.1 | -8.0 | 4.4
CCCN1C(=O)c2ccc(C(=O)NC3=NCCS3)cc2C1=O | -1.4 | -4.7 | 1.01 | -2.2 | 3.9 | 14.8 | -18.2 | 2.6 | 7.1
O=C(c1cccc(S(=O)(=O)Nc2cccc(C(F)(F)F)c2)c1)N1CCOCC1 | 5.5 | -0.4 | 0.945 | -5.0 | -5.8 | -0.2 | -5.5 | 1.4 | -12.2
O=[N+]([O-])c1ccc(Sc2ccc(F)cc2)nc1 | -2.0 | -0.5 | 1.02 | -1.2 | 10.2 | 17.2 | -4.4 | 0.6 | 16.1
Cc1cc(C)n(C(=O)CSc2nc3ccccc3o2)n1 | 1.1 | -2.0 | 0.989 | -1.9 | 2.9 | -2.7 | 4.3 | -0.3 | 0.3
Cc1cc(C)n(-c2ccc(C(=O)N3CCN(S(=O)(=O)c4ccc(Cl)cc4)CC3)cc2)n1 | -13.1 | -0.3 | 1.13 | -2.7 | 20.9 | 22.8 | -5.8 | -1.9 | 5.1
O=C(c1cccn2c(=O)c3cc(Br)ccc3nc12)N1CCN(c2ccccn2)CC1 | 10.3 | -2.2 | 0.897 | -7.4 | 22.2 | 13.3 | -9.5 | -3.7 | 30.9
Cc1ccc(CNC(=O)CCS(=O)(=O)c2ccc(Cl)cc2)cc1 | 0.4 | -0.4 | 0.996 | -2.6 | 11.3 | -2.0 | -18.2 | 1.4 | -9.9
COC(=O)c1[nH]c2ccc(Br)cc2c1NC(=O)C(C)N1CCN(C2CCCCC2)CC1 (stereo not given) | 9.4 | -5.5 | 0.906 | 0.9 | 10.0 | 15.2 | 6.0 | 1.3 | 4.7
CC1=CC(C)[C@H](/C=N/n2c(=O)[nH]c3c([nH]c4ccc(Br)cc43)c2=O)C(C)C1 (stereo not given in full) | 3.9 | -6.4 | 0.961 | -7.4 | 9.9 | -17.6 | 8.8 | -2.0 | 12.3
C=C(C)CN(CC)C(=O)CN1C(=O)NC2(CCc3ccccc32)C1=O (stereo not given) | -4.9 | -3.5 | 1.05 | -4.8 | 10.2 | 0.2 | -22.6 | -2.0 | -4.1

Quoted at random: 2 compounds from above
SMILES | mIAP inh | MIN6 prolif | mIAP act | A3G deaminase | tim10-1 inh | NALP3 yeast inh | hIAP block | A3A deaminase | TIM10 inh
CCCN1C(=O)c2ccc(C(=O)NC3=NCCS3)cc2C1=O | -1.4 | -4.7 | 1.01 | -2.2 | 3.9 | 14.8 | -18.2 | 2.6 | 7.1
CCCOc1ccc(-c2nc(C#N)c(NCC3CCCO3)o2)cc1 (stereo not given) | 5.3 | 1.9 | 0.947 | -1.4 | 36.6 | 28.1 | 14.2 | 0.2 | 26.4

High-throughput results: PubChem BioAssay, Sanford-Burnham Center for Chemical Genomics

An unsorted share of the library; 4.6% or so of the library scored in one or more.
